High-throughput results: PubChem, National Center for Advancing Translational Sciences (NCATS)
TCR activator: activators of T cell receptors; primary human leukocytes, anti-CD3, IL-2 HTRF, 48 h; Potency, µM (top dose mostly 9.22 µM), without a hit: at the top dose activation of IL-2 secretion, most hits filed as activators; 330,000 tested, under 10 active; further: % of control where 0% means no effect
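Primary human leukocytes were stimulated with a-CD3 beads plus compounds for 48 hr without co-stimulation; secreted IL-2 was quantified by HTRF using a-IL-2-K (europium cryptate) and a-IL-2-d2, excited at 320nm with acceptor emission read at 665nm.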
A-T KAP1 phos: potential ataxia-telangiectasia treatment; […] A-T fibroblasts, KAP-1 phosphorylation AlphaLISA; neocarzinostatin DNA damage 30 min before lysis; Potency, µM (titrated, usually from 57.5 µM), for inactives: at the top dose activation, hits mostly activators; 320,000 compounds, 0.19% hits; further: potency means the concentration at half of the fitted maximal effect; % of control where 0% means no effect; nearly all actives have a fitted effect of over 45% in size
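ATM-like activity read as KAP-1 phosphorylation via AlphaLISA donor/acceptor antibody pairs after lysis and 6 hr at 25C. Cells were ATM-null patient fibroblasts ([…], hTERT), dosed 60 min, then exposed to the DSB inducer NCS for 30 min.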
MLL CXXC-DNA inh: inhibitors of human MLL CXXC domain-DNA interaction; Q03164; MLL-CXXC / FITC-HOXA9 DNA fluorescence polarization; Potency, µM (titrated, usually from 115 µM), without a hit: at the top dose activity change, negative = inhibition, most hits filed as inhibitors; 290,000 compounds, 0.037% hits; AID 2662; active means well fitted inhibition curve with a large enough effect in the polarisation, with a control signal flat, not every such curve was filed as active; inconclusive means small, poorly fitted or top-dose-only effect, or effect the other way, or a change in a side signal; inactive means no such curve, though single readings can be large or run the other way; the % refers to the polarisation; further: potency means the concentration at half of the fitted maximal effect
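Purified MLL-CXXC (added from a 7 uM solution) was preincubated 5 min at ambient with pinned compounds in 50 mM Tris-HCl pH 7.5, 50 mM NaCl, 1 mM DTT, 0.05% BSA. Fluorescein-labeled HOX-A9 DNA (50 nM solution) followed, 30 min, then polarization read.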
BCR signal inh: inhibitors of chronic active B-cell receptor signaling; ABC-DLBCL IkBa-CBG/CBR reporter, luminescence ratio, 4 h; Potency, µM (titrated, usually from 46.1 µM), inactives show top-dose ratio change, negative = lower green/red ratio, usual class: inhibitors; 340,000 compounds, 0.05% hits; AID 493014; active means well fitted inhibition curve with a large enough effect in the signal ratio, with a control signal flat, not every such curve was filed as active; inconclusive means small, poorly fitted or top-dose-only effect, or effect the other way, or a change in a side signal; the % refers to the signal ratio;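 further: potency means the concentration at half of the fitted maximal effect; plate controls were basal doxycycline-induced cells for no effect and cells given 10 µM MG132 for full effect; MG132 reads +100%, hits lower the ratio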
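Doxycycline induced both beetle luciferases in TMD8 lymphoma cells; IKK-driven degradation limits the IkappaBalpha-fused green signal, while red luminescence normalises for cell number and nonspecific effects. Compounds tested up to 46 uM, 4 hrs.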
Giardia killer: kills Giardia lamblia; activity change, % at 7.66 µM, hits read low; 340,000 compounds, 0.15% hits; Giardia lamblia trophozoite viability; in the data active means activity change below about -80%; inconclusive means between about -30% and that limit;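 further: parasites exposed to compound for two days anaerobically before the ATP read; on the % scale 0 is the no-effect control and ±100 the full control effect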
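ATP-content bioluminescence gauges trophozoite survival. Cells (100/well) receive compound and incubate anaerobically for 48 hrs at 37 deg C; detection reagent follows for 15-30 min at room temperature.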
Tb PFK block: T. brucei PFK enzyme inhibition; T. brucei PFK, ADP-Glo luminescence; Potency, µM (top dose mostly 57.5 µM), for inactives: at the top dose activity, negative = inhibition, most hits filed as inhibitors; 330,000 compounds, 0.17% hits;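 further: potency means the concentration at half of the fitted maximal effect; 0% = uninhibited 1x PFK enzyme wells and -100% = no-enzyme wells; nearly all actives have a fitted effect of over 60% in size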
Target sequence (O15648 whole entry, looked up): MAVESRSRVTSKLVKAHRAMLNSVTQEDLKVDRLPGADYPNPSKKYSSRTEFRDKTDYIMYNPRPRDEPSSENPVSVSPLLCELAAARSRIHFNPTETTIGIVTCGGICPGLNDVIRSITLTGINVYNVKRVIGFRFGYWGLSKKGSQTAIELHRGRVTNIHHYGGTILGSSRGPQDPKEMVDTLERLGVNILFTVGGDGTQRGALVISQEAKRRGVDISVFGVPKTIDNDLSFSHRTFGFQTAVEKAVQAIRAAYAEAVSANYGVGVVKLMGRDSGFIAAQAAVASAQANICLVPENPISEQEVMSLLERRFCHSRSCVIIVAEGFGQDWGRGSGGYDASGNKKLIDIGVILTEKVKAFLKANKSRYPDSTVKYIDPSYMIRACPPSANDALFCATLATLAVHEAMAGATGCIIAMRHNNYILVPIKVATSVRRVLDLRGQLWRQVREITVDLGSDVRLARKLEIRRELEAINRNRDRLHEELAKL
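Activity is normalized to no-enzyme wells (full inhibition) and 1.25 nM enzyme wells (no inhibition). Reaction: 0.5 mM F6P, 0.1 mM ATP, 45 min RT, ADP-Glo luminescence; concentration-response curves fitted and classed by quality.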
hERG WT inh: inhibitors of human wildtype KCNH2 potassium channel. Q12809. U2OS, BacMam KCNH2, thallium flux FluxOr; hits give low values. activity change, % at 1.84 µM. 340,000 compounds, 0.37% hits. AID 720551;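 active means maximum activity change below -70%; inconclusive means maximum activity change between -70% and -50%; inactive means maximum activity change above -50%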; further: on the % scale 0 is the no-effect control and ±100 the full control effect
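U2OS cells transduced with wild-type KCNH2 virus are loaded with FluxOr dye for 45 min, and thallium flux is measured in kinetic reads before and after stimulation buffer. Rate constants are normalized to DMSO controls.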
GALK inh: blocks human galactokinase activity; Potency, µM (top dose mostly 57.5 µM), without a hit: at the top dose activity change, negative = inhibition, most hits filed as inhibitors; AID 1868; 270,000 compounds, 0.007% hits; P51570; Purified GALK, Kinase-Glo residual ATP luminescence; further: potency means the concentration at half of the fitted maximal effect; on the % scale 0 is the no-effect control and ±100 the full control effect
Target sequence (P51570 whole entry, looked up): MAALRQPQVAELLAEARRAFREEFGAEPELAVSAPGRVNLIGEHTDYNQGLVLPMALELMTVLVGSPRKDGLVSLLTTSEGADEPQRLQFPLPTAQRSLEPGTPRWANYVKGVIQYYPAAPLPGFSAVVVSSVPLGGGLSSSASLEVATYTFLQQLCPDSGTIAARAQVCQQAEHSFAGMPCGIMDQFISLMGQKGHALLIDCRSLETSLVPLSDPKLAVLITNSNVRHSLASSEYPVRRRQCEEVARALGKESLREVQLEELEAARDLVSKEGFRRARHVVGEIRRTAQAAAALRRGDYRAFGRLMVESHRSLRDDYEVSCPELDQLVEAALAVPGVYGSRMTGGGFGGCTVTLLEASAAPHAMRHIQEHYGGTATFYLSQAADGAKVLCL
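Human GALK (5 nM) with 35 uM ATP and 100 uM galactose in 20 mM HEPES pH 8.0, 5 mM MgCl2, 60 mM NaCl, 1 mM DTT, 0.01% BSA. After 1 h at room temperature, leftover ATP was read by Kinase-Glo Plus luminescence.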
Coupling enz: inhibits coupling enzyme system, counter-screen for aldolase hits. 290,000 compounds, 0.67% hits. coupling enzyme system counterscreen, AmpLite Red fluorescence. activity change, negative = inhibition, % at 58.2 µM, hits read low; in the data active means activity change below about -30%; further: on the % scale 0 is the no-effect control and ±100 the full control effect
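Activity here indicates interference with the coupling reaction, not aldolase inhibition. Compounds at 57.5 uM final met coupling enzymes for 10 min at RT; substrate and AmpLite Red detection followed, with a 525/598 nm fluorescence read after 20 min.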
TSHR antagonist: blocks TSH signaling through the human TSH receptor | P16473 | TSHR-expressing cells, TSH-stimulated cAMP HTRF, 2 h; hits give low values | AID 504810 | 330,000 compounds, 0.2% hits | activity change, negative = inhibition, % at 11.5 µM;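 active means activity change below a set negative limit, meaning inhibition stronger than a set level, cut at about -70% in these data; inconclusive means activity change between two set negative limits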; further: on the % scale 0 is the no-effect control and ±100 the full control effect
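Read-out is FRET at 665 nm (cryptate excitation 337 nm) from a cryptate-tagged anti-cAMP antibody, competed by cell cAMP against cAMP-d2. Compounds are tested on freshly harvested TSHR cells challenged with 4nM TSH (EC80) for 2 hours at 37 deg C.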
Starred values were filed as active, the others as inactive; ? = inconclusive; · = not tested or not shown; [ ] = remark or other dose. Unless noted, the call rests on the fitted dose curve; in most records, active means well fitted curve in the direction sought with a large enough effect; inconclusive means small, poorly fitted or top-dose-only effect, or another doubt; inactive means no such curve, though single readings can be large; an effect the other way counts as inactive or inconclusive. Outcome played no part in choosing rows. Share with any hit: about 1.6%.

cpd	compound	TCR activator	A-T KAP1 phos	MLL CXXC-DNA inh	BCR signal inh	Giardia killer
1	COc1cc(CNn2nnnc2N)cc(Br)c1OCc1c(Cl)cccc1Cl	-1%	-4%	6%	-19%	3
2	Cc1ccc(S(=O)(=O)N2CCCCC2)cc1NC(=O)COC(=O)C1CC2C=CC1C2 (stereo not given)	-7%[46.1 µM]	0%	3%	30%	-4
3	CC(C)(C)OC(=O)N[C@@H](Cc1ccccc1)C(=O)N1CCC(C(=O)NCC(=O)O)CC1	-1%	-11%	12%	0%	-5
4	CCOc1ncccc1C(=O)OCC(=O)NCc1ccc2c(c1)OCO2	-3%	-7%	2%	0%	7
5	O=C(O)c1ccc2c(c1)C(=O)N([C@]1(C(=O)O)CC1c1ccccc1)C2=O (stereo not given in full)	·	8%	·	-4%	·
6	O=C(Nc1ccccc1N1CCOCC1)c1ccccc1NS(=O)(=O)c1ccc(F)cc1	3%	-1%	-11%	?	-3
7	O=S(=O)(NCc1ccccc1F)c1cccc(S(=O)(=O)N2CCOCC2)c1	-6%	0%	1%	20%	-13
8	CC(=O)Nc1ccc(C(=O)NCC(=O)OCc2c(F)cccc2Cl)cc1	4%	-3%	26%	-1%	14
9	CSc1ncc(CN2CCN(C3CCN(C(C)C)CC3)C(CCO)C2)cn1 (stereo not given)	-9%	3%	-5%	-16%	5
10	Cc1cc(CNC(=O)COc2ccc(F)cc2F)c2ccccc2n1	-12%	3%	3%	-24%	-19

cpd	Tb PFK block	hERG WT inh	GALK inh	Coupling enz	TSHR antagonist
1	0%	-2	1%	-5	-8
2	-1%	31	0%	0	-13
3	1%	-5	·	1	-1
4	0%	3	1%	-2	5
5	7%	·	·	1	15
6	1%	7	-2%	4	0
7	0%	0	2%	3	-4
8	3%	-1	2%	1	-7
9	0%	2	6%	2	-1
10	-17%	-4	-5%	2	-21

(more compounds)
cpd	compound	TCR activator	A-T KAP1 phos	MLL CXXC-DNA inh	BCR signal inh	Giardia killer
11	COC(=O)NCC(c1ccc2c(c1)OCO2)N1CCN(c2ccc(OC)cc2)CC1 (stereo not given)	-7%	1%	32%[activator]	?	-10
12	O=C(N/N=C/c1ccc(OC(=O)c2ccco2)cc1)c1ccccn1	·	-1%	3%	?	-12
13	COCCNc1oc(COc2cccc(C)c2)nc1C#N	4%	5%	-3%	2%	-9
14	O=C(CNC(=O)c1cccs1)NCCN1CCN(Cc2ccccc2)CC1	-17%	4%	1%	3%	1
15	COc1ccccc1OC(=O)CN1C(=O)c2ccccc2C1=O	0%	-2%	13%	6%	-3
16	CCc1nnc(NC(=O)CSCc2cc(=O)n3nc(C)sc3n2)s1	7%	2%	5%	-10%	-7
17	CCCCC1=NN(C(=O)c2ccncc2)C(O)(C(F)(F)F)C1 (stereo not given)	-3%	6%	2%	5%	-13
18	Cc1ccccc1OCC(=O)N/N=C1\CCOc2c(C)cccc21	4%	-3%	-2%	?	-2
19	O=C(NC(Cc1ccccc1)C(=O)O)/C(=C\c1ccc(Cl)cc1)NC(=O)c1ccccc1 (stereo not given)	4%	3%	-5%	3%	13
20	O=C(CSc1nc(-c2ccc(F)cc2)cs1)N1CCOCC1	2%	12%	-1%	?	-13

cpd	Tb PFK block	hERG WT inh	GALK inh	Coupling enz	TSHR antagonist
11	-3%	9	7%	1	9
12	-4%	-2	11%	3	-4
13	-5%	-9	5%	-1	-4
14	4%	6	-3%	-3	-3
15	-1%	-4	-1%	1	1
16	0%	3	2%	·	-1
17	3%	-6	-2%	4	-13
18	0%	16	-1%	1	22
19	1%	-92*	0%	9	4
20	0%	-1	-1%	0	2

Other records.
cpd	compound	TCR activator	A-T KAP1 phos	MLL CXXC-DNA inh	BCR signal inh	Giardia killer
21	CS(=O)(=O)c1ccc(-n2nnc3ccccc32)c([N+](=O)[O-])c1	-7%	4%	15%	·	2
22	COc1ccc(C(=O)Nc2nnc(-c3cccs3)s2)cc1	14%	4%	22%	5%	-15
23	CN(C)c1ccc(NC(=O)CC(NCc2ccccn2)C(=O)O)cc1 (stereo not given)	1%[46.1 µM]	0%	-5%	2%	1
24	O=C1N(C2CCCC2)C[C@@H]2C[C@@H](c3cn[nH]c3-c3ccc(Cl)cc3)N3CCC[C@@]123	4%	-3%	5%	-1%	3
25	COc1ccc2nc(C)cc(SCC(=O)N/N=C/c3ccc(O)c(O)c3)c2c1	3%	-8%	6%	?	-22
26	O=C(CSc1nc2c(c(C(F)(F)F)n1)CCc1ccccc1-2)NCc1ccc(F)cc1	-8%[46.1 µM]	2%	1%	5%	5
27	CN1c2ccccc2C(C)(C)[C@]12C=Cc1cc(O)ccc1O2	0%	6%	7%	9%	8
28	c1ccc(NCc2nc(-c3ccccc3)no2)cc1	1%	0%	0%	?	-14
29	O=C1C(Cl)=C(N2CCOCC2)C(=O)N1c1ccccc1F	5%	1%	0%	-1%	9
30	COc1ccc2nc(Nc3nc(C)c(C(C)=O)s3)sc2c1	6%	32%	1%	?	1

cpd	Tb PFK block	hERG WT inh	GALK inh	Coupling enz	TSHR antagonist
21	3%	6	-3%	-1	23
22	1%	-2	1%	2	-3
23	-7%	14	0%	-8	-7
24	0%	7	1%	-1	-4
25	-2%	-4	2%	-5	-3
26	2%	39	-2%	1	112
27	-1%	4	-5%	-9	-16
28	-7%	7	1%	0	-3
29	-2%	3	-5%	2	10
30	-3%	3	-2%	2	-38

Additional structures
cpd	compound	TCR activator	A-T KAP1 phos	MLL CXXC-DNA inh	BCR signal inh	Giardia killer
31	CCOc1ccc2c(c1)c1nnc(SCC(=O)NC3CC3)nc1n2C	11%	-1%	3%	4%	-9
32	COc1ccc(Br)cc1/C=C/C(=O)Nc1ccc(C)cc1	-3%[46.1 µM]	-4%	-1%	?	-5
33	CC(CC(=O)Nc1ccc(Cl)c([N+](=O)[O-])c1)c1ccccc1 (stereo not given)	-4%	-2%	10%	?	8
34	CC(C)Oc1cccc(C(=O)C2CCCN(S(=O)(=O)C(C)C)C2)c1 (stereo not given)	5%	3%	9%	?	9
35	COc1ccccc1CNC(=O)COC(=O)COc1ccccc1F	-2%	-6%	·	0%	9
36	CCOC(=O)c1sc(NS(=O)(=O)c2ccccc2Cl)nc1C	0%	-2%	3%	?	-10
37	CCCNC(=O)C(Cc1ccccc1)NC(=O)c1ccccc1 (stereo not given)	7%	1%	·	-1%	44[activator]
38	COCC(=O)Nc1cc(C)cn(Cc2ccccc2Cl)c1=O	·	9%	-1%	3%	-7
39	O=C(CSc1ncnc2sc3c(c12)CCCC3)NC1CCS(=O)(=O)C1 (stereo not given)	1%	11%	·	-5%	7
40	CCOc1ccc(/C=N/OCC(=O)NC(c2ccccc2)c2ccccc2)cc1	2%[46.1 µM]	0%	-13%	-4%	-14
41	CCCCOC(=O)c1ccc(NC(=O)c2ocnc2C)cc1	7%	-1%	-4%	?	-1

cpd	Tb PFK block	hERG WT inh	GALK inh	Coupling enz	TSHR antagonist
31	2%	0	1%	-1	-2
32	-2%	-5	1%	-1	-20
33	1%[0.46 µM]	15	-5%	-2	-5
34	2%	1	11%	1	3
35	4%	7	·	·	2
36	2%	9	0%	2	2
37	10%	7	·	·	-3
38	2%	-6	3%	-12	-7
39	4%	-22	·	·	-6
40	-2%	4	-1%	-1	-11
41	-6%	-3	-4%	0	-11

Some of the entries so far, with each value named.
[34] CC(C)Oc1cccc(C(=O)C2CCCN(S(=O)(=O)C(C)C)C2)c1 (stereo not given)
  TCR activator = 5%
  A-T KAP1 phos = 3%
  MLL CXXC-DNA inh = 9%
  BCR signal inh = ?
  Giardia killer = 9
  Tb PFK block = 2%
  hERG WT inh = 1
  GALK inh = 11%
  Coupling enz = 1
  TSHR antagonist = 3

[35] COc1ccccc1CNC(=O)COC(=O)COc1ccccc1F
  TCR activator = -2%
  A-T KAP1 phos = -6%
  MLL CXXC-DNA inh = ·
  BCR signal inh = 0%
  Giardia killer = 9
  Tb PFK block = 4%
  hERG WT inh = 7
  GALK inh = ·
  Coupling enz = ·
  TSHR antagonist = 2

[36] CCOC(=O)c1sc(NS(=O)(=O)c2ccccc2Cl)nc1C
  TCR activator = 0%
  A-T KAP1 phos = -2%
  MLL CXXC-DNA inh = 3%
  BCR signal inh = ?
  Giardia killer = -10
  Tb PFK block = 2%
  hERG WT inh = 9
  GALK inh = 0%
  Coupling enz = 2
  TSHR antagonist = 2

[37] CCCNC(=O)C(Cc1ccccc1)NC(=O)c1ccccc1 (stereo not given)
  TCR activator = 7%
  A-T KAP1 phos = 1%
  MLL CXXC-DNA inh = ·
  BCR signal inh = -1%
  Giardia killer = 44[activator]
  Tb PFK block = 10%
  hERG WT inh = 7
  GALK inh = ·
  Coupling enz = ·
  TSHR antagonist = -3
